# APJ ag = activates the human apelin receptor APJ; P35414; CHO-K1 APJ PathHunter beta-arrestin, luminescence; 0% DMSO wells, 100% apelin; activation, % at 20 µM; actives 0.11% (n = 330,000); AID 2520;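 active = activation more than six SD over the plate average, tested at 20 µM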;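 also: 0% = DMSO alone and 100% = apelin-13 at 10 nM; some results filed as inactive read as strong as hits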
# Target sequence (P35414 whole entry, looked up): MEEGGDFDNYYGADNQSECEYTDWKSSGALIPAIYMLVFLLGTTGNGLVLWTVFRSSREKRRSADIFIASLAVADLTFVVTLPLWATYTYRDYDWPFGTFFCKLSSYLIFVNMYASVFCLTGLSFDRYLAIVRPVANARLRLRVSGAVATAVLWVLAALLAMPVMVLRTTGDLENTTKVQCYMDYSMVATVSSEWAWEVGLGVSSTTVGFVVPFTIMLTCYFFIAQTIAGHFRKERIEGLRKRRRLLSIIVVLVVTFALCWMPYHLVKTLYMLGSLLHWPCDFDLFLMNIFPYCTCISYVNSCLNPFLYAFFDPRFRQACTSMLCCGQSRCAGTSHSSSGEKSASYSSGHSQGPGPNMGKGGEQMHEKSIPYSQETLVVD
#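 Test system: CHO-K1 APJ beta-arrestin complementation cell line. Amount: cell density 1000 per well. Controls: DMSO negative, 10 nM Apelin-13 positive. Signal: luminescent beta-gal fragment complementation, chemiluminescent substrate. Read-out basis: agonist-driven arrestin binding to APJ. Timing: compound stimulation 90 min at 25 °C, detection 60 min.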
# tim23-1 inh = growth inhibitors of tim23-1 mutant yeast | S. cerevisiae tim23-1 growth, BacTiter-Glo luminescence, 24 h | inhibition, % at 20 µM | actives 1.3% (n = 330,000) | AID 463212;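 active = growth inhibition of the mutant yeast at or above 50%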;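 also: temperature-sensitive mutant grown at 25 °C; plate controls were DMSO-treated mutant yeast for no effect and medium wells lacking yeast for full effect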
# TIM10 inh = growth inhibitors of TIM10 yeast strain. AID 463195. inhibition, % at 10 µM. actives 1.4% (n = 330,000). S. cerevisiae TIM10 strain growth, BacTiter-Glo luminescence, 24 h;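 active = inhibition of 40% or more at the single tested concentration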;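 also: wild-type TIM10 isogenic control strain grown at permissive 25 °C; 0% = DMSO yeast wells and 100% = minimal medium wells without yeast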
# XBP1 UPR activ = activators of adaptive arm of unfolded protein response (XBP1); CHO-XBP1 luciferase reporter, IRE1-XBP1 UPR activation, luminescence; percent of tunicamycin response, DMSO as zero; activation, % at 20 µM; actives 0.33% (n = 330,000); AID 463104;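 active = versus positive control, 20 µM dose yields 30% or more activation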;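 also: 100% = tunicamycin at 10 µg/mL and 0% = DMSO only wells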
#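 Material: IRE1-XBP1 luciferase reporter CHO line / Quantity: one thousand reporter cells per well / Buffer or medium: F12 with 10% serum / Compound: 20 µM single concentration, DMSO 1% / Times: 6 h treatment, 37 °C / Detection: Steady-Glo luciferase glow luminescence, 10 min after reagent addition / Benchmarks: tunicamycin high, DMSO low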
# APJ antag = antagonists of human APJ apelin receptor; P35414; CHO-K1 APJ beta-arrestin complementation, luminescence; inhibition, % at 20 µM; actives 0.32% (n = 330,000);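 active = inhibition above about 40% at 20 µM, limit read from the data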;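 also: cells challenged with 10 nM apelin-13 agonist together with compound; plate controls were apelin-13 plus DMSO wells for no effect and DMSO wells lacking apelin-13 for full effect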
# Mdm2-MdmX inh = human Mdm2/MdmX binding inhibition. O15151+Q00987. SaOS-2 split-luciferase Mdm2/MdmX complementation, luminescence. inhibition, % at 8 µM. actives 3% (n = 330,000);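 active = inhibition of at least 50% at 8 µM in the primary screen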
# UPR CHOP act = activators of apoptotic arm of unfolded protein response (CHOP). actives 0.34% (n = 330,000). AID 449763. activation, % at 10 µM. CHO-CHOP luciferase reporter, UPR activation, luminescence; percent of tunicamycin response over DMSO baseline;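 active = at 10 µM dose, activation of 40% or more, normalized to positive control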;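 also: 100% = tunicamycin at 10 µg/mL and 0% = DMSO alone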
#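 System: CHO-CHOP luciferase reporter cell line | Buffer or medium: F12 medium containing 10% fetal bovine serum | Doses: One dose, 10 µM in 0.5% DMSO | Times: 6 h compound exposure at 37 °C after overnight seeding | Signal: Luciferase luminescence | Read-out: % activation vs tunicamycin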
# tim10-1 inh = inhibits growth of tim10-1 mutant yeast | S. cerevisiae tim10-1 ts strain growth, BacTiter-Glo, 24 h | inhibition, % at 20 µM | actives 2.2% (n = 330,000) | AID 463190;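 active = inhibition of at least 40%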;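 also: mutant grown at 25 °C; 0% = DMSO wells with yeast and 100% = wells holding no yeast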
# CXCR6 inh = blocks human CXCR6 beta-arrestin recruitment. AID 602244. actives 0.36% (n = 360,000). inhibition, % at 20 µM. CHO-K1 PathHunter CXCR6 beta-arrestin, luminescence; in the data active = inhibition above about 34%, passing the limit was not always enough;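 also: antagonist mode with CXCL16 agonist at 10 nM final; 0% = 10 nM CXCL16 with DMSO and 100% = unstimulated wells without agonist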
# Target sequence (O00574 whole entry, looked up): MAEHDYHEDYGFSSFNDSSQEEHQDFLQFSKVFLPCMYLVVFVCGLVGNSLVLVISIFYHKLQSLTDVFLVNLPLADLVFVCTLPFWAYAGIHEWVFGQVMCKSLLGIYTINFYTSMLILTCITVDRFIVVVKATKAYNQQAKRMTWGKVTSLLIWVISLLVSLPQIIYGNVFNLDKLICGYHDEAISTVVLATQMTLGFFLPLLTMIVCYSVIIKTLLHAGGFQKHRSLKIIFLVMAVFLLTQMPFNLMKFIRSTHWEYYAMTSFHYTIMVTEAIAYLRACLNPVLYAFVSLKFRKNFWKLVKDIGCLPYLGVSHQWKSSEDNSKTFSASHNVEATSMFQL
# Starred values were filed as active, the others as inactive.
SMILES	TIM10 inh	APJ ag	tim23-1 inh	CXCR6 inh	Mdm2-MdmX inh	APJ antag	UPR CHOP act	tim10-1 inh	XBP1 UPR activ
CCN(CC)CCN1C(=O)c2cccc3cc(N)cc(c23)C1=O	14	-1	7	5	-16	0	-0.8	10	-3
Cc1cc(C(=O)Nc2nc3ccc(S(C)(=O)=O)cc3s2)c(C)o1	7	-4	-1	9	-11	5	5.3	34	1
Cc1cc(NC(=O)CCn2c(=O)sc3ccccc32)no1	5	-7	0	7	15	16	-0.6	0	-1
CCN(Cc1ccccc1)C(c1ccncc1)c1nnnn1C(C)(C)C (configuration not stated)	30	-1	53*	-1	5	17	-2.3	41*	0
Cc1ccccc1C(=O)N1CCC(C(=O)NCCc2ccc(S(N)(=O)=O)cc2)CC1	13	-2	-7	-2	5	19	2.1	-19	-1
CCc1ccc(NC(=O)Nc2cccc(OC)c2)cc1	17	-1	0	6	-140	3	3.4	9	6
Cc1ccc(S(=O)(=O)N2CCOCC2)cc1NC(=O)COc1cccc(Oc2ccccc2)c1	14	7	11	4	11	-3	-0.1	8	-4
COc1ccc(NC(=O)c2c(-c3c(Cl)cccc3Cl)noc2C)c(OC)c1	-13	-1	13	2	-5	-19	1.1	-2	-1
CN1C(=O)N(C)C2C1NC(=O)N2C (configuration not stated)	-11	-4	6	-4	24	-23	-1.8	1	-6
O=S(=O)(/N=C(\c1ccccc1F)N1CCCCC1)c1ccccc1	10	1	14	4	11	9	1.1	13	0
COc1cccc(/C=N/NC(=O)c2cnn(-c3ccccc3)c2N)c1	6	4	50	-2	-17	-9	4.1	-102	6
COc1ccc(C2(CNC(=O)c3ccc(OC)c([N+](=O)[O-])c3)CCOCC2)cc1OC	-12	-4	-6	-9	22	9	-2.5	12	0
Cc1cc(C(=O)N2CCN(Cc3ccccc3)CC2)ccc1[N+](=O)[O-]	-2	-3	-7	-1	18	-3	-0.4	-5	-3
CCCNC(=O)N1CCC(C(=O)c2ccc(Cl)cc2)CC1	-3	-1	17	-1	-34	4	-0.3	2	1
Cc1ccc(Cn2ncc3c(NCCCN4CCOCC4)ncnc32)cc1	-4	-7	-15	1	29	24	0.5	1	1
CCCC(=O)N(C)c1nnc(-c2ccc(OC)cc2)s1	26	-3	14	24	-33	17	2.3	19	0
Cc1cc2c(NC(=O)Nc3ccccc3)cccc2nn1	5	3	10	5	-2	-28	1.4	2	-2
CC(C)(C)OC(=O)CNC(=O)c1[nH]cnc1C(=O)NCCCCCN	3	-2	-1	-5	8	20	0.8	1	2
CCOC(=O)c1cnc(-c2ccccc2)nc1Oc1ccc(C)cc1	9	-2	31	1	20	9	-1.2	22	-1
CCc1ccc(N2C(=O)C(Cl)=C(N3CCOCC3)C2=O)cc1	-3	0	35	-3	-25	-7	-0.5	19	1
CN(C)C=NC(=O)c1cccn1-c1ncc(C(F)(F)F)cc1Cl	9	1	18	3	-9	-1	0.0	14	-2
COc1ccccc1CNC(=O)COc1ccc([N+](=O)[O-])cc1	10	-3	10	5	4	15	0.5	13	-3
O=C(c1cc(-c2ccc(Cl)cc2Cl)on1)N1CCN(C(=O)c2ccco2)CC1	22	-3	25	-8	17	3	-1.5	34	-1
COc1ccc(CCn2c(NN=C(C)C)nc3c2c(=O)[nH]c(=O)n3C)cc1	11	9	5	-9	32	-63	-0.1	8	-3
O=S(=O)(Nc1ccc(Cl)cn1)c1cccc(S(=O)(=O)c2ccccc2)c1	3	-3	-3	6	20	-1	1.2	14	-4
O=C(c1cc(=O)[nH]c2ccccc12)N1CCN(S(=O)(=O)c2ccc3ccccc3c2)CC1	9	3	6	6	7	-2	2.1	2	-4
COc1ccc(OC)c(S(=O)(=O)N2CCC(C(=O)N3CCc4ccccc4C3)CC2)c1	20	1	19	1	-9	-1	-1.8	33	-4
COc1ccc(S(=O)(=O)N2CCCCC2)cc1NS(=O)(=O)c1ccccc1	1	-1	20	6	-2	9	-0.1	32	0
Cc1ccccc1NC(=O)CSc1ccc2nnc(-c3ccccn3)n2n1	1	-4	10	2	14	12	0.9	6	-4
C=C[C@@H]1c2ccccc2N(S(=O)(=O)c2ccc(C)cc2)[C@H](c2ccc(OC(C)=O)cc2)C1(C#N)C#N	15	-4	26	9	46	0	-1.2	13	3

# Individual results from the list:
# COc1ccc(CCn2c(NN=C(C)C)nc3c2c(=O)[nH]c(=O)n3C)cc1 in UPR CHOP act shows -0.1
# COc1ccc(S(=O)(=O)N2CCCCC2)cc1NS(=O)(=O)c1ccccc1 in Mdm2-MdmX inh shows -2

# The list continues.
SMILES	TIM10 inh	APJ ag	tim23-1 inh	CXCR6 inh	Mdm2-MdmX inh	APJ antag	UPR CHOP act	tim10-1 inh	XBP1 UPR activ
Cc1onc(C(=O)NN)c1-c1csc(COc2ccccc2)n1	7	5	4	-9	21	7	-0.5	9	0
O=C(N/C(=C\c1ccc(Br)cc1)C(=O)N1CCOCC1)c1ccc([N+](=O)[O-])cc1	9	2	13	-9	-23	-10	-0.3	13	-8
CCOC(=O)/C(C#N)=C/Nc1cc(OC)ccc1OC	12	-1	7	8	15	2	-0.9	22	1
O=C(Cc1ccsc1)Nc1ccccc1F	-3	0	-10	-3	10	12	3.1	2	1
CCOc1cc2[nH]c(=S)n(Cc3ccc(C(=O)NCC(OC)OC)cc3)c(=O)c2cc1OCC	4	2	-5	5	27	4	-0.5	15	3
CCN1CCc2c(sc(NC(=O)COc3ccccc3)c2C(=O)OC)C1	13	-2	4	16	24	-5	0.9	18	-5
COCc1nnc(NC(=O)c2ccc(S(=O)(=O)N(CC(C)C)CC(C)C)cc2)o1	-4	-2	8	11	44	12	-1.4	15	-2
CC(=O)Nc1ccc(S(=O)(=O)N2CCC(N3CCCCCC3)CC2)cc1	5	0	2	2	-21	16	0.5	-1	-2
Cc1c(C(=O)N2CCCc3ccccc32)oc2ccccc12	-19	-2	24	5	5	7	3.4	-4	0
CC(C)(C)NC(=O)COC(=O)c1ccc(Cl)c(S(N)(=O)=O)c1	-18	-1	18	-4	-20	-20	0.8	4	-4
CCCOC(=O)c1ccc(NC(=O)c2cc(Cl)ccc2OC)cc1	21	-1	17	0	-12	2	0.2	13	-3
CCC1Oc2ccccc2N(Cc2ccccc2C)C1=O (configuration not stated)	21	-6	18	0	18	-3	-2.6	20	1
COc1ccc(OC)c(NC(=O)CCCC(=O)NC2CCCCC2)c1	-1	-3	3	1	10	-3	-0.4	-4	-3
O=C(Nc1ccc([N+](=O)[O-])cc1)C1C(c2ccccc2)=C1c1ccccc1	5	-6	-3	5	26	12	-3.1	14	-3
CC[N+]1(C)[C@@H]2CC[C@H]1CC(OC(=O)[C@H]1CCC(C(=O)OC3C[C@H]4CC[C@@H](C3)[N+]4(C)CC)(c3ccccc3)c3ccccc31)C2 (some centres not stated)	-7	0	-5	6	5	11	-0.9	-29	-5
CCCCNC(=S)NNC(=O)c1csc(CC)c1	13	-8	3	2	-7	13	2.4	20	-1
CC(C)C[C@@H]1NC(=O)[C@H](Cc2ccccc2)N(C)C(=O)[C@H](C)NC(=O)c2ccccc2NC(=O)[C@H](Cc2ccc(O)cc2)N(C)C1=O	3	1	1	3	75*	-33	7.6	-2	1
Cn1c(NC(=O)c2ccc(C(C)(C)C)cc2)cc(=O)n(C)c1=O	10	-2	7	0	5	6	3.3	21	1
CCOC(=O)c1ccc(NC(=O)/C=C/c2cccs2)cc1	19	1	61*	-27	-75	-12	11	9	-1
NS(=O)(=O)c1ccc(NC(=O)c2cccc(N3C(=O)c4ccccc4C3=O)c2)cc1	-18	-2	-19	10	-21	9	-1.8	-9	1
COc1cccc(CN2C(=O)C(C)N(C(=O)c3c(F)cccc3F)c3ccccc32)c1 (configuration not stated)	1	-3	25	-7	30	11	3.6	33	-3
COc1cc2c(c(O)c1OC)C(=O)C(OC)CCC2 (configuration not stated)	2	-7	13	-13	28	3	2.3	18	1
Cc1cc(C(=O)Nc2ccc(C)c(S(=O)(=O)N3CCOCC3)c2)c2ccccc2n1	5	-3	-10	-2	30	11	-0.2	7	-3
OC(CNCC#Cc1ccccc1)c1ccccc1 (configuration not stated)	-6	-3	7	-4	14	17	0.3	3	-1
Cc1noc(C)c1NC(=O)N(C)C[C@H]1Oc2c(NC(=O)c3ccncc3)cccc2C(=O)N([C@H](C)CO)C[C@@H]1C	6	0	-6	2	-4	15	0.5	4	0
COc1cccc(C2CNC3(CCCC(C)C3)c3[nH]c4ccccc4c32)c1OC (configuration not stated)	10	0	22	6	35	1	-1.3	39	-1
Cc1cc(C)c(OCC(=O)Nc2nnc(C3CC3)s2)c(C)c1	-8	0	-3	0	-10	-32	2.1	-20	1
Cn1c(=O)n(CCOc2ccccc2Cl)c2ccccc21	1	-4	11	14	-2	2	0.7	27	1
COc1cccc(CCNC(=O)COc2cccc3c2OC(C)(C)C3)c1	-4	-2	27	0	16	20	1.8	11	-2
O=C(Nc1ccc2c(c1)CCC2)c1ccc(Br)o1	13	-5	33	-4	-149	6	4.1	10	1
Fc1ccc(-n2nnc(-c3ccccc3Cl)n2)cc1	2	-3	24	5	12	24	1.5	22	-5
COc1ccc(/C=N\NC(=O)COc2ccc(Cl)cc2Cl)c(C(=O)O)c1OC	7	0	16	-1	-12	-8	0.1	-11	0
CCC(C)C(=O)Nc1cc(C(=O)OC)cc(C(=O)OC)c1 (configuration not stated)	1	-6	17	-1	11	2	-1.5	18	0
O=C(c1ccc(S(=O)(=O)N2CCCC2)cc1)N(c1ccccc1)C1C=CS(=O)(=O)C1 (configuration not stated)	10	0	-3	-8	-1	-14	1.7	-10	-6
CC(=O)N(C)N1c2ccccc2CCc2ccccc21	27	-4	22	-7	21	1	1.9	15	3
O=C(NCCN1CCN(Cc2ccccc2)CC1)C1c2ccccc2C(=O)N2CCc3ccccc3C12 (configuration not stated)	7	-3	15	5	41	14	-1.7	14	0
CCCCOc1ccc(N2C(=O)CC(N(O)c3ccccc3)C2=O)cc1 (configuration not stated)	-11	1	-4	0	-25	-1	146*	9	4
O=C(CC1C(=O)NCCN1Cc1ccc(-c2ccccc2)cc1)NCc1ccccc1 (configuration not stated)	3	1	10	-4	15	-16	0.9	5	-2
O=C(NCCCN1CCOCC1)C1COc2ccccc2O1 (configuration not stated)	6	-3	-9	4	2	-27	0.3	-3	5
COc1ccc(CCNc2nc(-c3sc(C)nc3C)cs2)cc1OC	20	3	34	5	-5	0	1.5	29	4
NC(=O)C1CCN(C(=O)c2ccc(NS(=O)(=O)c3ccc(F)c(F)c3)cc2)CC1	-4	-3	-3	6	10	5	-1.2	2	3

# Some of the compounds tested; the hit share may differ from the screen's.
